M5 ag = CHRM5 agonism in calcium assay; activation, % at 3 µM; 0.19% of 360,000 active; AID 624037; CHO-K1 hM5 cells, Fluo-8 calcium fluorescence; 0% DMSO wells, 100% maximal acetylcholine response;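 active = activation above the run's mean over test compounds plus 3 SD, cut at about 23% in these data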;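 also: signal is peak over basal fluorescence ratio across the kinetic read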
Target sequence (P08912 whole entry, looked up): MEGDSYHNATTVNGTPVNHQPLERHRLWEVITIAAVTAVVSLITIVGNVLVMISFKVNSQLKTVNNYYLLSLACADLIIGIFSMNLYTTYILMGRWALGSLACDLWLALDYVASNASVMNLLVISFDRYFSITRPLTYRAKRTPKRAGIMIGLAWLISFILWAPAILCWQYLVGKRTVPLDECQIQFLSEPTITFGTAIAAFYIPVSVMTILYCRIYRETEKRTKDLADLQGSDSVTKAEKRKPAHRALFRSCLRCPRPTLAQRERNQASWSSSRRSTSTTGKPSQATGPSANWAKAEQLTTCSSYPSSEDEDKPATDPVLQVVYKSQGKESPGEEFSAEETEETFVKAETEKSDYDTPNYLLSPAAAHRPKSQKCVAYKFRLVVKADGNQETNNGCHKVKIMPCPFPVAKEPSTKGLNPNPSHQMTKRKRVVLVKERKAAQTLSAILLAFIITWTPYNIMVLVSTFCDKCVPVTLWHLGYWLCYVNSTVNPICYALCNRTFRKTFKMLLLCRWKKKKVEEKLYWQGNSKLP
M4 ag = CHRM4 agonism in calcium assay | P08173 | CHO-K1 hM4/Gqi5, Fluo-8 calcium fluorescence; vehicle 0%, full acetylcholine response 100% | activation, % at 3 µM | 0.14% of 360,000 active | AID 624127;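 active = activation above the run mean over all test wells plus 3 SD, cut at about 32% in these data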;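 also: peak over basal fluorescence ratio per well then scaled between controls; 0% = DMSO wells and 100% = acetylcholine at EC100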
Target sequence (P08173 whole entry, looked up): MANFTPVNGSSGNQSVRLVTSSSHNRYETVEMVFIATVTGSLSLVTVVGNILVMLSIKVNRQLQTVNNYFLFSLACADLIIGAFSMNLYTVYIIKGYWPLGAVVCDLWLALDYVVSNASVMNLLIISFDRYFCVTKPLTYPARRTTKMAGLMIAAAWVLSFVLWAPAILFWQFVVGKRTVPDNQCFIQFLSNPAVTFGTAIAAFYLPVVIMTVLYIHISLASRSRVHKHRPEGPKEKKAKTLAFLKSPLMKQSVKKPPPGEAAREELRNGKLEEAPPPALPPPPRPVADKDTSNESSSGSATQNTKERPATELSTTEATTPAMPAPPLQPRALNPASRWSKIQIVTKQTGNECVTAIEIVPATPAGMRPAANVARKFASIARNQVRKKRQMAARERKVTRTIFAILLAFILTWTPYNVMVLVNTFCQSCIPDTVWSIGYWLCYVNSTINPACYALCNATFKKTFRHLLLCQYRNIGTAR
CHRM5 PAM = positive allosteric modulators of human muscarinic M5 receptor. P08912. CHO-K1 hM5, Fluo-8 calcium, ACh EC20 PAM; 0% = ACh EC20, 100% = ACh EC100. activation, % at 3 µM. 0.3% of 360,000 active;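 active = activation above the run cutoff, the mean activation of all test compounds plus 3 SD, cut at about 18% in these data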
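System: CHO-K1 cell line with stable human muscarinic M5 receptor expression | Also added: EC20 acetylcholine as agonist stimulus | Compound: One concentration, 3 µM final (nominal) | Timing: Fluo-8 loading 80 min at 37 °C plus 30 min room temperature | Measured by: Fluo-8 calcium dye fluorescence, kinetic read | Read-out basis: % activation, ACh-normalized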
M4 antag = CHRM4 antagonism in calcium assay | 0.73% of 360,000 active | CHO-hM4 cells, ACh EC80, Fluo-8 calcium fluorescence | AID 624125 | P08173 | inhibition, % at 3 µM;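 active = inhibition above its plate's cutoff, the mean inhibition of sample wells plus 3 SD, cut at about 27% in these data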;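 also: 0% = acetylcholine EC80 with DMSO and 100% = DMSO without agonist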
M5 antag = blocks acetylcholine activation of human M5 receptor | P08912 | CHO-hM5 cells, Fluo-8 calcium fluorescence, ACh EC80 | inhibition, % at 3 µM | 0.59% of 360,000 active | AID 624040;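 active = inhibition above a per-plate cutoff, the mean of that plate's test compounds plus 3 SD, cut at about 27% in these data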;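 also: 0% = acetylcholine EC80 with DMSO and 100% = DMSO without agonist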
M1 ag parental = counter-screen for M1 agonists: effect in parental CHO-K1 cells; Fluo-8 calcium fluorescence; scaled to maximal ATP response, vehicle zero; activation, % at 3 µM; 0.48% of 360,000 active; in the data active = activation above about 15%;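 also: untransfected CHO-K1 host cells lacking M1 receptor as counterscreen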
CHO-K1 Ca antag = nonselective inhibitor or artifact in parental CHO-K1 cells | ATP-induced calcium, Fluo-8 fluorescence | inhibition, % at 3 µM | 0.6% of 360,000 active;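 active = inhibition above a per-plate cutoff, the plate's mean sample inhibition plus 3 SD, cut at about 24% in these data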;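 also: 0% = DMSO plus EC80 ATP and 100% = DMSO alone without ATP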
M1 PAM parental = M1 PAM counterscreen hit in parental CHO-K1 cells. ATP EC20, Fluo-8 calcium fluorescence; 0% at ATP EC20, 100% at ATP max. 0.02% of 360,000 active. activation, % at 3 µM;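 active = activation above the run cutoff, the mean activation of all test compounds plus 3 SD, cut at about 40% in these data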;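 also: peak over basal fluorescence ratio in a 140 s read after ATP addition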
CHRM4 PAM = positive allosteric modulators of human muscarinic M4 receptor | activation, % at 3 µM | P08173 | CHO-K1 hM4/Gqi5, Fluo-8 calcium fluorescence, ACh EC20; 0% = ACh EC20, 100% = maximal ACh | AID 624126 | 0.4% of 360,000 active;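 active = activation above its plate's cutoff, the mean activation of sample wells plus 3 SD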; also: some results filed as inactive read as strong as hits
* hit, by the source's call. No enrichment for hits (roughly 2.7% active in at least one column).

smiles | M5 antag | M1 PAM parental | M5 ag | M4 antag | M4 ag | CHO-K1 Ca antag | CHRM5 PAM | CHRM4 PAM | M1 ag parental
CCOc1ccc(N(C(=O)c2ccccc2Cl)C2=NC(C)(C)CS2)cc1 | 7 | 13 | -10 | -7 | 0 | -10 | -4 | -1 | 0.4
O=C(Cn1nnc2ccccc21)N/N=C/c1ccco1 | 0 | 21 | 0 | -2 | 0 | -8 | 1 | 6 | 0.5
Cc1ccc(NC(=O)COC(=O)Cc2ccccc2)cc1S(=O)(=O)N1CCOCC1 | 0 | 18 | 2 | 5 | 6 | -11 | -9 | -2 | 2.9
CN1OC[C@@H]2C(=O)N3CCc4c([nH]c5ccccc45)[C@@H]3C[C@@H]21 | -1 | 6 | 3 | -7 | 1 | -4 | -1 | 0 | 1.1
CSc1nnc(CNC(=O)c2ccccc2)n1-c1ccc(F)cc1 | -1 | 2 | 1 | -15 | 1 | 5 | -7 | 6 | -0.1
CCOC(=O)[C@]12CCC=C1N(Cc1ccc3c(c1)OCO3)C(=O)[C@H](CC(=O)NCC1CCCCC1)C2 | 0 | 12 | -1 | -1 | -1 | -18 | 4 | 2 | -0.2
Cc1cccc(CNS(=O)(=O)c2ccc(-c3ccc(=O)[nH]n3)s2)c1 | 12 | -14 | 0 | 10 | 3 | -3 | -10 | -5 | 4.7
COc1ccc(NC(=O)NCc2ccncc2)c(OC)c1 | -3 | 14 | -3 | 0 | 0 | -2 | 2 | -1 | -0.3
CC1CCN(C(=O)CCc2nnc(-c3ccccc3)o2)CC1 | -9 | 14 | -1 | -4 | 1 | -1 | 4 | -1 | 0.3
CCCCOC(=O)C1CCCC(C)N1 (stereo unspecified) | 7 | 21 | 0 | -3 | 1 | -19 | -3 | 5 | 0.6
N/C(=N\NC(=O)c1ccc(F)cc1)c1cc2ccccc2oc1=O | -1 | -9 | 4 | -3 | 3 | -15 | 10 | 17 | -0.3
O=[N+]([O-])c1ccccc1S(=O)(=O)Nc1ccc2c(c1)OCCO2 | -6 | 7 | -3 | -18 | 2 | -7 | 7 | -2 | 2.8
O=C(O)Cn1c(SCc2ccccc2)nc2ccccc21 | 1 | 6 | 1 | 2 | 1 | 0 | -6 | 6 | 0.4
Cc1ccc(NC(=O)C(c2ccccc2)N2CCN(CC(=O)N3CCOCC3)CC2)cc1Cl (stereo unspecified) | 6 | 17 | -3 | -5 | 1 | -18 | -5 | 7 | -0.3
Cc1ccnc(NC(=O)c2cccs2)c1 | -1 | 6 | 1 | 6 | -1 | 0 | -2 | 11 | 0.6
NS(=O)(=O)c1ccc(NC(=O)c2ccc(F)cc2F)c(NC(=O)c2ccc(F)cc2F)c1 | 1 | 9 | -2 | -17 | 2 | -9 | 1 | 1 | 0.6
Cc1cc(=O)nc2c3ccccc3n(CC(=O)NCCCN3CCCCC3C)n12 (stereo unspecified) | -3 | -3 | -8 | -2 | -1 | -6 | 2 | -3 | 0.1
Cc1ccc(S(=O)(=O)N2CCN(C(=O)CSc3ccccn3)CC2)c(C)c1 | 0 | -7 | -1 | -1 | 2 | -8 | -2 | 0 | 2.4
COc1ccc(N2CCN(CC(=O)NC(=O)NCc3ccccc3)CC2)cc1 | 0 | -16 | 5 | -17 | 1 | 4 | 4 | 17 | -0.2
O=C1CN(C(=O)CSc2ccc(-c3ccc(F)cc3)nn2)c2ccccc2N1 | -5 | 0 | -4 | -8 | 11 | -13 | 4 | -11 | 4.5
Cc1cc(=O)oc2cc(NC(=O)CCOc3ccccc3)ccc12 | 6 | -6 | -1 | -3 | 3 | 4 | -4 | 1 | 1.7
Cc1ccc(S(=O)(=O)Nc2ccc(O)c3ccccc23)c(C)c1 | 14 | -28 | 0 | 3 | 2 | 27* | 3 | 1 | 0.6
Cn1c(=O)n(C)c2cc(NC(=O)c3ccccc3)ccc21 | 3 | -14 | 0 | 1 | 0 | 20 | -3 | -1 | 0.1
C=CCn1c(O)c(C2=c3ccccc3=NC2=O)sc1=Nc1ccc(O)cc1 | 5 | -3 | 4 | -15 | 1 | -1 | -4 | 4 | -0.4
N#Cc1ccc(C(=O)Nc2ccc3ccccc3c2)cc1 | 6 | -1 | -4 | -8 | 9 | -6 | 1 | -4 | 3.5
CCOc1ccc(C(=O)NCC(C)CN(C)C)cc1OCC (stereo unspecified) | 18 | -5 | -2 | -3 | 0 | 10 | 22* | 8 | 0.0
O=C(NCCN1CCOCC1)C1(C(F)(F)F)C/C(=C\Cc2ccccc2)CCCO1 (stereo unspecified) | -2 | -9 | 0 | -25 | 0 | 5 | 4 | 15 | -0.7
Clc1ccc(/C=C/c2ncc3ccccn23)cc1 | 8 | -8 | -2 | 6 | 0 | -11 | 5 | -9 | -0.1
CC(C)CCN1CC(=O)N2Cc3[nH]c4ccccc4c3C[C@H]2C1=O | 9 | 3 | 1 | -9 | 6 | -14 | -6 | 1 | 2.9
COc1ccc(C2CC(=O)C3=C(C2)NC(C)=C(C#N)C3c2ccc(N(C)C)cc2)cc1 (stereo unspecified) | -2 | 12 | 0 | 4 | 1 | 1 | 0 | 12 | 0.0

The closing 2 entries of the section before open the next one:
smiles | M5 antag | M1 PAM parental | M5 ag | M4 antag | M4 ag | CHO-K1 Ca antag | CHRM5 PAM | CHRM4 PAM | M1 ag parental
CC(C)CCN1CC(=O)N2Cc3[nH]c4ccccc4c3C[C@H]2C1=O | 9 | 3 | 1 | -9 | 6 | -14 | -6 | 1 | 2.9
COc1ccc(C2CC(=O)C3=C(C2)NC(C)=C(C#N)C3c2ccc(N(C)C)cc2)cc1 (stereo unspecified) | -2 | 12 | 0 | 4 | 1 | 1 | 0 | 12 | 0.0
CCN(CC(=O)Nc1ccc2c(c1)OCCO2)C(=O)c1ccccc1Br | 9 | 11 | -4 | 4 | 5 | -10 | -10 | -2 | 2.9
CC(=O)c1ccc(NC(=O)c2ccc(-n3cncn3)c([N+](=O)[O-])c2)cc1 | 20 | -14 | -1 | 6 | 9 | 0 | -9 | -6 | 2.8
CC1CCCN(C(=O)COC(=O)c2ccc(=O)n(Cc3ccccc3)n2)C1 (stereo unspecified) | 7 | 10 | 0 | 3 | 1 | 0 | 0 | 0 | 0.3
COCCCNC(=O)c1ccc2sc(C3=C[C@@H](O)[C@@H](O)[C@@H](CO)O3)nc2c1 | -3 | 8 | 1 | -6 | 1 | 1 | 0 | 6 | 0.3
CCC(Sc1nccn1C)C(=O)Nc1ccc(Cl)cn1 (stereo unspecified) | 8 | 5 | -2 | 3 | 1 | 1 | -6 | 2 | -0.3
CC(=O)CSc1ccc(C(=O)O)cn1 | 11 | 23 | 0 | 4 | 1 | -13 | -2 | 4 | 0.1
CCOC(=O)c1ccc(Oc2coc3cc(O)ccc3c2=O)cc1 | -1 | 0 | 1 | -10 | 1 | -6 | 2 | 8 | 5.4
O=C(CS(=O)(=O)c1ccc(Br)cc1)N1CCOCC1 | 1 | -9 | -2 | -1 | 1 | 0 | -2 | 0 | 0.1
CCOCCCn1c(SCc2ccccc2)nnc1-c1ccncc1 | 8 | -1 | -2 | 4 | 1 | -6 | -1 | -10 | 0.7
CCSc1nc2c(cnn2-c2ccccc2)c(=O)n1N | 1 | -12 | -2 | -4 | 1 | -1 | -5 | 0 | 0.2
Cc1cc2oc(=O)cc(CN3CCN(c4ccccc4)CC3)c2cc1Cl | 5 | 9 | 2 | -1 | 0 | -7 | -5 | 0 | -0.2
Cc1cc(Cl)ccc1N1C(=O)CC(SCCC(=O)O)C1=O (stereo unspecified) | -11 | 10 | 2 | -17 | 0 | -11 | -2 | 1 | 0.6
N#Cc1cccc(C(=O)Nc2cc(S(=O)(=O)N3CCOCC3)ccc2N2CCCC2)c1 | -13 | 3 | 2 | -1 | 0 | -6 | 15 | 3 | 0.3
c1ccc(N2CC3CCc4ccccc4C3=N2)cc1 (stereo unspecified) | 9 | 11 | 3 | 11 | -2 | -8 | 3 | -2 | -0.2
C[n+]1cccc2ccc3c(c21)OC(N)=C(C#N)C3c1ccccc1 (stereo unspecified) | 11 | 15 | -20 | 10 | 0 | 4 | -16 | -10 | 13
CC(=O)Nc1nnc(-c2ccccn2)o1 | -8 | 10 | 0 | 5 | 0 | -4 | 6 | 0 | 0.5
O=C(C1CC1)N1CCN=C1SCc1ccccc1Cl | 2 | 24 | 1 | -1 | 1 | -6 | -3 | 1 | 1.1
CCCCN(C)CCNC(=O)c1ccc2c(c1)NC(=O)C(N1CCCCC1)S2 (stereo unspecified) | -1 | 25 | -5 | 7 | 1 | -7 | 3 | 12 | 0.7
CCOC(=O)N1CCN(C(=O)CS(=O)(=O)c2cn(Cc3ccc(Cl)cc3)c3ccccc23)CC1 | 1 | 1 | 2 | 8 | 2 | 13 | -5 | -5 | 0.8
COc1ccc(C2C(C(C)=O)=C(C)N=c3s/c(=C\c4ccco4)c(=O)n32)c(OC)c1 (stereo unspecified) | -1 | -5 | -7 | 8 | -2 | 12 | -6 | 15 | -0.2
COc1ccccc1N1CCN(c2ccc([N+](=O)[O-])cc2Cl)CC1 | 0 | 18 | -2 | -1 | 1 | -2 | -6 | 3 | 0.2
O=c1[nH]nc(-c2ccccc2)cc1-c1ccccc1 | -11 | -4 | 9 | -18 | 3 | -3 | 0 | -8 | 1.1
O=C(CSCC(=O)OCn1nnc2ccccc2c1=O)Nc1ccc(Cl)cc1 | 5 | 17 | -4 | -7 | 12 | -12 | 1 | -3 | 4.4
Cc1cccc(NC(=O)Nc2nnc([C@@H]3C[C@H](O)[C@@H](CO)O3)s2)c1 | 2 | -7 | 0 | -4 | 1 | 3 | -4 | 4 | 0.0
CCCc1cc(C(=O)N2CCC(N3CCC(C(=O)NC(C)C)CC3)CC2)n(C)n1 | 4 | 22 | -2 | 1 | 0 | -9 | 1 | 1 | 0.8
O=C(CSc1nnc(-c2ccccc2)o1)NC1CC1 | 3 | 3 | -2 | 0 | 0 | 0 | 0 | 3 | 0.2
O=C(NCc1ccc(F)cc1)c1ccc[nH]1 | 12 | 12 | -6 | 0 | 1 | -13 | -5 | 0 | 2.3
N/C(=N\OC(=O)CCC1CCCC1)c1cccnc1 | -9 | 15 | 1 | 7 | 1 | -2 | 5 | 1 | 1.5
CCN(CC)S(=O)(=O)c1ccc(S(=O)(=O)N2CCCC(C(=O)NC3CC3)C2)cc1 (stereo unspecified) | 19 | 1 | -1 | -3 | 1 | -12 | -5 | 0 | 2.2
COc1ccc(CCNC(=O)CSc2nc3ccccc3o2)cc1 | 4 | 0 | 0 | 1 | 1 | -1 | -6 | -4 | 0.4
NC(=O)C1CCN(C2=C(NS(=O)(=O)c3ccc(Br)cc3)C(=O)c3ccccc3C2=O)CC1 | -3 | -8 | -3 | -11 | 9 | -16 | -6 | -3 | 3.9
Cc1cc(NC(=O)CSc2nc3c([nH]c4ccccc43)c(=O)n2-c2ccccc2F)no1 | 16 | -15 | 0 | 7 | 2 | 15 | -8 | -6 | 0.0

Compound activity from PubChem BioAssay.
